Screening data from PubChem.
RXFP1 antag: RXFP1 (human) relaxin receptor antagonism. Q9HBX9. HEK293-RXFP1, relaxin-stimulated cAMP HTRF, 30 min; active compounds read low. activity change, negative = inhibition, % at 57.5 µM. actives 0.59% (n = 350,000);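 active means activity change of -60% or lower, but not beyond a set lower limit; inconclusive means change between -60% and -40%, or beyond the set limit; inactive means change above -40%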; further: on the % scale 0 is the no-effect control and ±100 the full control effect
Target sequence (Q9HBX9 whole entry, looked up): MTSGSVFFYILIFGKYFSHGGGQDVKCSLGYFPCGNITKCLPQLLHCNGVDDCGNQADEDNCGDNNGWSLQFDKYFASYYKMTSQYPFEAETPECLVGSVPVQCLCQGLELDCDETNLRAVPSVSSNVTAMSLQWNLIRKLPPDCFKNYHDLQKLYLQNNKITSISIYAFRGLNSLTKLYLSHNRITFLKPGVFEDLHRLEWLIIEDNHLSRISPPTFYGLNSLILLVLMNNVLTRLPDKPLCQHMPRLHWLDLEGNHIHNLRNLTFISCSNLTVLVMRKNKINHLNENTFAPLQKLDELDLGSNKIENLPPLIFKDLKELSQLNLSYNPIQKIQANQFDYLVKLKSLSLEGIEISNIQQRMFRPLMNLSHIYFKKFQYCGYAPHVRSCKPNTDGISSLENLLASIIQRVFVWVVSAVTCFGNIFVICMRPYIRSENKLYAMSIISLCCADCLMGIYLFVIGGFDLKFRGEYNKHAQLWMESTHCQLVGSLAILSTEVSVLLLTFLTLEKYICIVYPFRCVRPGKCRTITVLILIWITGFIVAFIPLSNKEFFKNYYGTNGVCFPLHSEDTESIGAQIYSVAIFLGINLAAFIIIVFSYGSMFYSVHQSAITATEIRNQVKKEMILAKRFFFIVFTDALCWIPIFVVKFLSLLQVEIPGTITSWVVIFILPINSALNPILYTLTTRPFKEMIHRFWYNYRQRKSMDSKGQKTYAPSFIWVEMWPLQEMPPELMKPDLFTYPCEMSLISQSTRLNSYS
D1 antagonist: blocks dopamine activation of the human D1 receptor; actives 3.2% (n = 360,000); activity change, negative = inhibition, % at 10 µM; HEK293 TREx D1 cells, calcium flux, dopamine EC80; active compounds read low; P21728; in the data active means activity change below about -30%; further: on the % scale 0 is the no-effect control and ±100 the full control effect
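After overnight tetracycline induction at 30 C, force-coupled D1 HEK293 cells took up a no-wash calcium dye at room temperature. Compounds were added and monitored 180 s, and the response to EC80 dopamine was then recorded.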
D1 ag: human D1 receptor agonism. P21728. HEK293 T-REx D1 cells, calcium flux, agonist mode. activation, % at 2 µM. actives 1% (n = 360,000). AID 504660; in the data active means activation above about 30%; further: 0% is about no effect
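Agonism was scored from calcium flux recorded over 180 s (1 read/s) after pintool compound addition, following a 10-cycle baseline. Cells were inducible force-coupled HEK293 TREx D1, plated overnight at 30 C and loaded with no-wash calcium dye.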
Vif-A3F inh: inhibitors of Vif-A3F interaction | HeLa A3F-eYFP + Vif (tagged APOBEC3F with the HIV-1 protein that degrades it), YFP fluorescence increase | actives 0.2% (n = 390,000) | AID 602313 | Potency, µM (series often up to 46.1 µM), for the others: at the top dose activity, negative = active; further: potency means the concentration at half of the fitted maximal effect; % of control where 0% means no effect; nearly all actives have a fitted effect of over 65% in size
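Fluorescence increase (Ex 488/Em 500-530) after overnight compound treatment at 37 deg C flags inhibition of Vif-driven A3F-eYFP loss in stable HeLa A3F-eYFP/Vif cells seeded overnight beforehand.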
D1 potentiator: potentiators of human D1 dopamine receptor; P21728; potentiation, % at 10 µM; HEK293 TREx D1 cells, calcium flux, dopamine EC20 potentiation; actives 0.036% (n = 360,000); in the data active means potentiation above about 30%; further: 0% is about no effect
Vif-APOBEC3G blk: blocks the Vif interaction with human APOBEC3G; HeLa A3G-eYFP + Vif (tagged APOBEC3G with the HIV-1 protein that degrades it), YFP fluorescence, overnight; Q9HC16; actives 0.076% (n = 410,000); Potency, µM (series often up to 46.1 µM), for inactives: at the top dose activity, negative = active, usual class: inhibitors;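 further: potency means the concentration at half of the fitted maximal effect; on the % scale 0 is the no-effect control and ±100 the full control effect; nearly all actives have a fitted effect of over 60% in size; hits raise eYFP signal because A3G escapes Vif-driven loss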
Target sequence (Q9HC16 whole entry, looked up): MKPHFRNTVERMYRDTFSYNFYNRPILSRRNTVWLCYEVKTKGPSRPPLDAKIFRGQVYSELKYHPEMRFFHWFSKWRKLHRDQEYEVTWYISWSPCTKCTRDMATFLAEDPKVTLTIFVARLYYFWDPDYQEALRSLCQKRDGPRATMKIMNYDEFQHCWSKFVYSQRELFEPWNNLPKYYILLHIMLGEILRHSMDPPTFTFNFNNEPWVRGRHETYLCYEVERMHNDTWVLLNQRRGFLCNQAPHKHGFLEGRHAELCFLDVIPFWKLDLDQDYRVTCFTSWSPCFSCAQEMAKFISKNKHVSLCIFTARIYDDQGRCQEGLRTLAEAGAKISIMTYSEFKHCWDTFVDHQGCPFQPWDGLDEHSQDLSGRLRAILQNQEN
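Read-out is eYFP fluorescence (Ex 488/Em 500-530) from Vif-expressing HeLa A3G-eYFP cells; more signal means A3G escaped Vif-mediated degradation. Cells plated overnight, compound pinned in, incubated overnight at 37 deg C.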
D2 potentiator: D2 dopamine receptor (human) potentiation | actives 0.34% (n = 340,000) | AID 485347 | HEK293 T-REx D2, calcium flux, EC20 dopamine potentiation | potentiation, % at 10 µM;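 active means potentiation over 3 SD above the plate norm, cut at about 30% in these data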; further: 0% is about no effect
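Tetracycline-induced HEK293 T-REx cells force-coupled to calcium signalling expressed D2; compounds were pin-added after a 10 s baseline, read kinetically 180 s, then an EC20 dopamine challenge followed with a further 180 s calcium read.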
GRP78 ERSR act: induces the endoplasmic reticulum stress response in human glioma cells. AID 602332. actives 0.02% (n = 420,000). U87-MG GRP78 promoter luciferase reporter, 16 h. Potency, µM, for the others: at the top dose activation, most hits filed as activators; further: potency means the concentration at half of the fitted maximal effect; series mostly up to about 76 µM; % of control where 0% means no effect; nearly all actives have a fitted effect of over 35% in size
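ERSR induction read as luciferase luminescence (Bright-Glo, 10 min at room temperature) in stably transfected human U87-MG glioma cells exposed to compounds for 16 h, using GRP78 as sensor.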
RXFP1 agonist: RXFP1 (human) receptor agonism | Q9HBX9 | HEK293T-RXFP1 cAMP TR-FRET, 30 min; response scale: percent of porcine relaxin response, buffer zero | actives 0.3% (n = 370,000) | Potency, µM (series often up to 57.5 µM), without a hit: top-dose activation, most hits filed as activators; further: potency means the concentration at half of the fitted maximal effect; on the % scale 0 is the no-effect control and ±100 the full control effect; nearly all actives have a fitted effect of over 60% in size; many of its hits are not listed in these tables
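Agonist response is measured as cAMP accumulation in an RXFP1-transfected HEK293T line under PDE4 inhibition. Values are scaled between buffer-only and 29 nM porcine relaxin, and EC50s come from standard Hill equation fits.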
* marks the source's active call; other numbers are inactive results; u = inconclusive; x = not tested or not shown; & = joins results of further samples. Unless noted, the call rests on the fitted dose curve; in most records, active means well fitted curve in the direction sought with a large enough effect; inconclusive means small, poorly fitted or top-dose-only effect, or another doubt; inactive means no such curve, though single readings can be large; an effect the other way counts as inactive or inconclusive. Some of the compounds tested (hit frequency here may not be typical).

SMILES | RXFP1 antag | D1 antagonist | D1 ag | Vif-A3F inh | D1 potentiator | Vif-APOBEC3G blk | D2 potentiator | GRP78 ERSR act | RXFP1 agonist
COC(=O)C1=C(C(=O)OC)C(c2cc(Cl)ccc2O)c2sc(=O)[nH]c2S1 (stereo not drawn) | -23.6 | 0.1 | 0.3 | -8.4% | -6.2 | -5.3% | 9.7 | -3.6% | 0.6%
Cn1c(=O)c(=O)n(C)c2cc(S(=O)(=O)N3CCCC3C(=O)Nc3ccccc3F)ccc21 (stereo not drawn) | -2.2&4.4 | -2.4&13.9 | 1.5&-1.5 | 2.2%&0.0% | -6.8&-0.9 | -3.4%&-0.3% | -3.5&0.2 | -4.7%&-4.6% | 10.3%&10.2%
COc1ccc(NC(=O)c2ccco2)c(NC(=O)Cc2cccs2)c1 | 3.3 | 7.8 | -0.6 | -5.8% | -3.5 | 3.4% | x | -2.2% | -1.6%
COc1ccc(CN2CCn3ncc(C(=O)Nc4cccc(C)c4)c3C2=O)cc1 | -2.2 | 4.0 | -0.5 | -13.5% | -14.8 | 2.0% | 10.1 | 0.4% | 1.3%
COc1cccc(NC(=O)CCC2CCN(C(=O)c3ccc(C(C)=O)s3)CC2)c1 | -23.7 | 8.7 | 2.2 | 4.9% | 1.6 | 0.3% | -1.8 | -7.0% | -0.2%
COc1cccc2c(=O)cc(C)n(CC(=O)Nc3ccc(Br)cc3)c12 | -7.2 | -9.4 | 5.8 | -2.8% | 0.1 | 0.7% | -7.8 | -5.3% | 2.5%
Clc1cccc(-c2nc(-c3ccc(-c4nn[nH]n4)cc3)no2)c1 | x | x | 5.8 | -0.2% | -2.0 | 5.0% | 1.0 | -1.1% | -0.1%
O=[N+]([O-])c1cc(C(F)(F)F)ccc1Oc1cccnc1[N+](=O)[O-] | -9.5 | -81.4* | 0.0 | 10.8% | -9.2 | -5.9% | 5.6 | 1.3% | 0.0%
O=C(COc1ccc(Br)cc1)N1CCC(c2ccccc2)C1 (stereo not drawn) | -39.6 | -11.2 | 6.0 | -1.4% | -3.8 | -0.9% | 5.1 | 14.0% | 1.2%
Cc1ccc(C(=O)N2CCCC(c3nc4c(nnn4Cc4ccccc4)c(=O)[nH]3)C2)cc1 (stereo not drawn) | -18.4 | 9.5 | 2.3 | 3.5% | -2.9 | 7.9% | 8.6 | -3.7% | 2.0%
Cn1c(N2CCOCC2)nc(-c2ccccc2)c1-c1ccccc1 | 4.1 | 5.1 | 2.2 | 1.9% | -5.0 | 1.5% | 13.7 | -0.2% | -0.9%
Cc1ccc(S(=O)(=O)N2CCN(S(=O)(=O)N3CCCCCC3)CC2)cc1 | 5.1 | -1.9 | 3.2 | -15.8% | -8.3 | 2.3% | -12.6 | -1.8% | -3.0%
CCSc1ccc2nnc(-c3cccs3)n2n1 | 1.4 | 3.9 | 1.2 | 7.3% | 0.7 | 0.0% | 7.6 | -5.8% | u
Cc1ccc(CNC(=O)COC(=O)CCCOc2ccc(Cl)cc2Cl)cc1 | 0.2 | -10.7 | 0.4 | 4.9% | 6.0 | -1.6% | x | -12.8% | -1.8%
CC(=O)Nc1ccc(SCCCC(=O)c2ccccc2)cc1 | -5.5 | -11.1 | 2.2 | 4.0% | -4.3 | -1.4% | x | 2.9% | 0.7%
Cc1ccccc1C(O)c1ccncc1 (stereo not drawn) | -14.6 | -9.8 | 2.1 | 0.1% | 0.7 | -3.1% | -2.7 | -5.1% | 0.6%
Cc1cc(C)cc(N(C(=O)c2sc(C)nc2C)C(C(=O)NC(C)(C)C)c2ccncc2)c1 (stereo not drawn) | -2.2 | 11.0 | 0.2 | 13.2% | 0.8 | 1.4% | -0.9 | -1.5% | -1.1%
CCN(C(=O)COC(=O)/C=C/c1cccc([N+](=O)[O-])c1)c1ccccc1 | -21.6 | -10.1 | 2.4 | 4.8% | -1.4 | -1.3% | -0.4 | -0.6% | 1.3%
CNCCCOc1ccc(C)cc1Br | -14.0 | 5.0 | 4.6 | -5.4% | -3.4 | -0.1% | -10.4 | -2.1% | 1.6%
Cc1cc(C)c(NC(=O)/C=C\C(=O)O)c(Cl)c1 | -1.2 | -7.5 | 3.0 | 5.4% | -8.0 | -0.1% | 1.1 | -1.6% | 0.3%
CCCCN(C)C(=S)Nc1ccc2nc3n(c(=O)c2c1)CCCCC3 | 0.1 | -20.9 | 5.7 | -13.3% | -1.2 | -0.4% | 4.7 | 1.1% | 0.9%
Cc1ccc(S(=O)(=O)N(C)C)cc1NC(=O)C1Cc2ccccc2CN1C(=O)c1ccco1 (stereo not drawn) | -16.2 | 2.0 | 9.1 | -16.9% | x | 0.9% | 1.2 | -1.6% | -1.4%
O=C(OCC(=O)N1CCN(c2ccccc2)CC1)c1ccc(Cl)cc1[N+](=O)[O-] | 2.1 | -3.6 | 1.1 | 0.7% | -5.2 | -2.4% | -0.5 | -1.6% | -0.5%
N#CCCn1c(SCC(=O)c2c[nH]c3ccccc23)nc2ccccc21 | -10.8 | -25.5 | 2.3 | 2.5% | 0.0 | -16.3% | 1.6 | 1.0% | 1.9%
CCOc1ccc(NC(=O)CC2C(=O)N(c3ccccc3)C(=O)N2CCc2ccc(OC)cc2)cc1 (stereo not drawn) | x | -28.1 | 2.8 | 0.1% | -2.0 | 6.2% | -4.0 | -0.9% | 0.0%
COc1cc(NC(=O)c2cccs2)cc(OC)c1 | 16.4 | -16.6 | 2.0 | x | -0.8 | -8.8% | 0.2 | 0.2% | 0.8%
Cc1cccc(-c2cc(C(=O)NCc3ccccn3)c3ccccc3n2)c1 | -4.2 | 0.0 | 0.4 | -1.2% | -3.4 | -3.7% | -1.0 | -1.1% | 0.1%
Nc1nc(N)nc(-c2cccc(Br)c2)n1 | 5.0 | x | x | -0.2% | x | -2.8% | x | 6.3% | x
O=C(c1cccc(S(=O)(=O)N2CCOCC2)c1)N1CCN(c2ncccn2)CC1 | 3.6 | x | x | -9.6% | x | -4.4% | x | -5.1% | x
O=C(Nc1cccc(S(=O)(=O)C(F)F)c1)c1ccc(Cl)c(S(=O)(=O)N2CCOCC2)c1 | -26.2 | -34.2* | 10.3 | 1.9% | -2.0 | -18.8% | -7.7 | -8.1% | 0.8%
C[C@H](NC(=O)[C@H]1N2C(=O)c3ccccc3C2SC1(C)C)C(=O)N1CCN(C)CC1 (stereo partly drawn) | -12.2 | -13.4 | 3.0 | 0.3% | -1.4 | -1.3% | 9.5 | -4.7% | 2.7%
COc1cccc(N2CCN(CC(=O)NCc3ccccc3)CC2)c1 | -8.2 | 3.3 | 2.7 | 5.2% | -1.8 | -3.5% | -7.2 | -3.0% | -0.4%
COc1ccc(N(CCC#N)C(=O)/C(C#N)=C/c2cccs2)cc1 | -8.5 | 0.4 | 5.4 | 6.3% | -4.5 | 1.3% | 2.9 | -5.4% | 0.2%
COc1ccc(/C=N/OCC(=O)Nc2ccc3c(c2)OCO3)c(OC)c1 | 1.3 | -18.8 | 3.3 | u | 3.0 | -16.3% | 13.1 | 0.7% | -0.6%
CN(C)c1ccc(CNC(=O)CN2C(=O)c3cccnc3Oc3ccc(Cl)cc32)cc1 | -15.5 | -14.3 | -0.3 | 2.2% | 7.2 | -1.5% | 3.1 | -1.2% | -0.7%
Cc1ccccc1-n1c(=O)cc(N2CCC3(CC2)OCCO3)[nH]c1=O | 1.1 | 27.2 | -2.6 | -10.6% | -0.3 | -0.5% | -1.9 | -2.5% | -0.1%

Single records, from the list above. Order of values: RXFP1 antag	D1 antagonist	D1 ag	Vif-A3F inh	D1 potentiator	Vif-APOBEC3G blk	D2 potentiator	GRP78 ERSR act	RXFP1 agonist
Entry for COc1ccc(CN2CCn3ncc(C(=O)Nc4cccc(C)c4)c3C2=O)cc1 : -2.2	4.0	-0.5	-13.5%	-14.8	2.0%	10.1	0.4%	1.3%
Entry for O=C(OCC(=O)N1CCN(c2ccccc2)CC1)c1ccc(Cl)cc1[N+](=O)[O-] : 2.1	-3.6	1.1	0.7%	-5.2	-2.4%	-0.5	-1.6%	-0.5%

Continuation:
SMILES | RXFP1 antag | D1 antagonist | D1 ag | Vif-A3F inh | D1 potentiator | Vif-APOBEC3G blk | D2 potentiator | GRP78 ERSR act | RXFP1 agonist
COCCCn1c(=O)c2ccccc2n(CC(=O)NC2CCCC2)c1=O | -8.0 | -2.0 | 2.2 | -23.8% | 0.6 | -3.0% | -0.6 | -3.4% | 2.0%
CCC(C(=O)NCCc1ccc(OC)c(OC)c1)n1nc(C)c2sc3ccccc3c2c1=O (stereo not drawn) | -4.0 | -9.5 | 3.3 | 5.5% | -1.8 | 0.2% | 2.3 | -1.5% | 14.3%
Cc1nnc(SCc2ccc(CSc3nnc(C)c(=O)[nH]3)cc2)[nH]c1=O | -4.8 | 7.9 | 0.1 | 9.7% | -3.2 | 3.1% | -16.6 | -0.5% | 1.1%
CNC(=S)N1C2CCCC1CC(NC(=O)c1ccc(C)cc1)C2 (stereo not drawn) | 11.1 | x | x | 0.2% | x | -1.2% | x | -1.3% | x
CS(=O)(=O)N(CC(=O)NCc1ccccn1)c1ccc2c(c1)OCCO2 | 5.0 | -2.5 | 3.6 | -0.7% | -6.5 | -1.6% | -2.4 | -0.6% | -1.4%
CCC(C)(C(=O)NC1CCCC1)N(C(=O)Cc1cccs1)c1c(C)n(C)n(-c2ccccc2)c1=O (stereo not drawn) | -7.8 | 15.9 | 1.5 | -1.3% | 0.5 | -1.0% | 1.6 | 0.3% | -0.6%
COc1cc(C(=S)N2CCOCC2)cc(OC)c1OC(=O)c1ccccc1[N+](=O)[O-] | 10.5 | 27.6 | 6.2 | u | 4.5 | -10.1% | 11.2 | -1.4% | -0.4%
Cc1cc(NC(=O)CSCC(=O)Nc2ccccc2Oc2ccccc2)no1 | -12.4 | -37.2* | 3.1 | 0.0% | 1.9 | -1.0% | 2.5 | -5.3% | -0.7%
Cn1ncc(Cl)c1C(=O)NCc1ccco1 | 2.0 | 11.2 | 1.0 | 7.1% | 10.6 | -0.6% | -2.6 | -2.3% | -1.1%
CCOc1ccc(NC(=O)NCCCN2CCN(c3ccc(OC)cc3)CC2)cc1 | x | -12.6 | 1.1 | 2.6% | -4.5 | 0.9% | -13.3 | -3.5% | 4.5%
CCOc1ccc(/C=N/N2C(C)CCCC2C)cc1 (stereo not drawn) | 3.6 | -2.3 | 5.9 | -0.5% | 2.3 | -1.2% | 6.3 | 3.2% | 4.2%
